# ssDAF12 agonist = S. stercoralis DAF-12 activation, primary screen; activation, % at 6.8 µM; 370,000 tested, 1% active; HEK293 ssDAF-12/GRIP1 lit1-tk-luc reporter, luminescence; % of 3 µM dafachronic acid response;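 active means activation above the mean over all tested compounds plus 3 SD, cut at about 0.9% in these data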;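 further: 0% = DMSO-only wells and 100% = 3 µM delta7-dafachronic acid wells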
# GAA850 FXN act = frataxin GAA850 promoter activation; AID 540364; 360,000 tested, 0.56% active; activation, % at 6 µM; HEK293 lucGAA850 FXN promoter luciferase reporter, 24 h; percent of 10 µM SAHA response;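 active means activation above the average of all compounds screened plus 3 SD, cutoff fixed separately per campaign, cut at about 7.5% in these data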;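 further: 0% = DMSO wells and 100% = 10 µM SAHA wells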
# hcDAF12 agonist = H. contortus DAF-12 activation, primary screen. activation, % at 6.8 µM. 370,000 tested, 1.4% active. HEK293 hcDAF-12 lit1-tk-luc reporter, luminescence; 0% DMSO, 100% Δ7-dafachronic acid. AID 652067;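 active means activation above the mean of all tested compounds plus 3 SD, cut at about 5.5% in these data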;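 further: 100% = response to 3 µM Δ7-dafachronic acid high control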
# ADAM17 inh = ADAM17 inhibition, QFRET primary screen | P78536 | recombinant ADAM17, EDANS/DABCYL FRET peptide cleavage | inhibition, % at 6.95 µM | 370,000 tested, 0.83% active | AID 720648;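 active means inhibition above the mean of compounds lying between control limits plus 3 SD, set per campaign, cut at about 8.5% in these data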;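 further: 0% = DMSO-only wells as the low control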
# Target sequence (P78536 215-824 limits assumed): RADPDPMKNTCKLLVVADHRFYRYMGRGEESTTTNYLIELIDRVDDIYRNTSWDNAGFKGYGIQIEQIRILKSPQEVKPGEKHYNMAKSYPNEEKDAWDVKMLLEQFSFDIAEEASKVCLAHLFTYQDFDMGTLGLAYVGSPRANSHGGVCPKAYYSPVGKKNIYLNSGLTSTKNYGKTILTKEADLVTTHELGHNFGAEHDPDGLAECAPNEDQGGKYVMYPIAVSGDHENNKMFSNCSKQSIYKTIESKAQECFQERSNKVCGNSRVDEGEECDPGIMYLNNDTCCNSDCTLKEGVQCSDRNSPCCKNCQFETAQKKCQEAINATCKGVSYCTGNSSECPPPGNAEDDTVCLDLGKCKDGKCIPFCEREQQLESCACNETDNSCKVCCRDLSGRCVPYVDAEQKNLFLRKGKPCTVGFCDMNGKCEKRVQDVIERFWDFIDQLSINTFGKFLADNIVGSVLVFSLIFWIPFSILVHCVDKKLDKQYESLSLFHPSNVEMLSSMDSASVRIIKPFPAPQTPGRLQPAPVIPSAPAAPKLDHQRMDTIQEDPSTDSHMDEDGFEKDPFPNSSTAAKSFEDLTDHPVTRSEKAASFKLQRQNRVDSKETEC
# PLC-gamma1 inh = inhibitors of human phospholipase C gamma1; P19174; purified PLC-gamma1, fluorogenic substrate, fluorescence; inhibition, % at 12.2 µM; 370,000 tested, 0.84% active; AID 720700; in the data active means inhibition above about 9.5%
# PLC-beta3 inh = inhibitors of human phospholipase C beta3; 370,000 tested, 0.18% active; AID 720704; inhibition, % at 12.2 µM; Purified PLC-beta3, fluorogenic substrate, fluorescence; Q01970; in the data active means inhibition above about 11%;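 further: 0% = median of compound wells on plate and 100% = full blocker control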
# hgDAF12 agonist = activates the H. glycines DAF-12 receptor ligand-binding domain | HEK293 GAL4-hgDAF12 UAS-luciferase reporter, agonist luminescence; normalized to butyrate control | activation, % at 6.8 µM | 370,000 tested, 1.8% active;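 active means activation above a cutoff set at the mean of all screened compounds plus 3 SD, cut at about 10% in these data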;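 further: 0% = DMSO wells and 100% = sodium butyrate wells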
# sPLA2-III inh = Blocks human group III sPLA2 activity. inhibition, % at 12.2 µM. QFRET BODIPY PC-A2 liposome hydrolysis, fluorescence. 370,000 tested, 0.56% active. Q9NZ20;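 active means inhibition above mean plus 3 SD of compounds lying within the high and low control bounds, cut at about 19% in these data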;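 further: 0% = median of test compound wells and 100% = no enzyme DMSO wells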
# ADAM10 inh = ADAM10 inhibition, QFRET primary screen; 370,000 tested, 0.62% active; inhibition, % at 7 µM; recombinant ADAM10, EDANS/DABCYL FRET peptide cleavage, 3 h; AID 720582;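 active means inhibition above a per-campaign cutoff equal to the mean of compounds falling between control-based bounds plus 3 SD, cut at about 20% in these data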;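 further: 0% = DMSO wells while the 100% control is not disclosed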
# DAX1 inh-1 = inhibitors of human orphan nuclear receptor DAX1 (NR0B1) | P51843 | HEK293 Gal4-DAX1 luciferase reporter, luminescence | inhibition, % at 6.75 µM | 340,000 tested, 0.99% active | AID 504766;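 active means inhibition above the mean over all tested compounds plus 3 SD, cut at about 4.2% in these data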;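 further: 0% = DAX1-transfected cells with DMSO and 100% = empty-vector control cells with DMSO; inhibition shows as a rise in luminescence from relieved DAX1 repression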
# Target sequence (P51843 207-470 limits assumed): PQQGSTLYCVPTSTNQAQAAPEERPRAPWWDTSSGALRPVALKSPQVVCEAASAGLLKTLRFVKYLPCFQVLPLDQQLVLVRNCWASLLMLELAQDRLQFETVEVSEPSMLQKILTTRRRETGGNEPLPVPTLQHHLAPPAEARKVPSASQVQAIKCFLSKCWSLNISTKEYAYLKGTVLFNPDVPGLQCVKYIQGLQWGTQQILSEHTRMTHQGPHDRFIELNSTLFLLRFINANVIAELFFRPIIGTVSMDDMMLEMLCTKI
# DAX1 inh-2 = blocks DAX1 repression of SF-1 activated StAR promoter | inhibition, % at 6.8 µM | AID 652010 | HEK293T StAR-luciferase reporter, SF-1/DAX-1 repression relief | 370,000 tested, 1.1% active;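 active means inhibition above the mean over all tested compounds plus 3 SD, cut at about 3.6% in these data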;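 further: 0% = DAX-1 cells with DMSO and 100% = cells lacking DAX-1 with DMSO; higher inhibition means more luminescence from relief of DAX-1 repression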
# * = called active by the depositor; i = inactive; x = no result given.
SMILES,ssDAF12 agonist,GAA850 FXN act,hcDAF12 agonist,ADAM17 inh,PLC-gamma1 inh,PLC-beta3 inh,hgDAF12 agonist,sPLA2-III inh,ADAM10 inh,DAX1 inh-1,DAX1 inh-2
O=C(C1=COCCO1)N1CCN(S(=O)(=O)c2cccc(Br)c2)CC1,-1.0,1.6,-1.2,-4,1,-2,4.2,-5,-1,0.9,-1.2
CN[C@H]1C[C@H]2c3[nH]c4ccccc4c3CCN2C(=O)[C@H]1[C@H](C)O,0.1,-0.2,8.1*,-392,-476,i,3.8,7,i,-0.1,1.9
CCn1c(=O)c(C(=O)CN2CCOCC2)c(N)n(Cc2ccccc2)c1=O,-1.1,-0.5,-3.3,-2,0,-1,1.8,1,0,0.2,0.0
CCOC(=O)c1[nH]c(C)c(CCC(=O)OC)c1C,-1.4,-0.1,-1.3,0,4,5,-1.2,7,-3,0.7,-0.4
Cc1nc2ccc(S(=O)(=O)N(C)CC(=O)NCCc3ccccc3)cc2s1,-0.6,2.9,-1.1,5,3,-19,-0.1,-1,2,0.5,0.0
CCOc1ccccc1NC(=O)Cn1c(=O)n(-c2ccc(OC)cc2OC)c(=O)c2c(C)c(C(=O)N(CC)CC)sc21,-2.6,0.4,-1.3,-2,-1,0,-1.2,-6,-5,0.4,-0.9
O=C(CN(c1cccc(C(F)(F)F)c1)S(=O)(=O)c1ccc(Cl)c([N+](=O)[O-])c1)NCc1ccccc1,-0.8,-1.5,-0.6,-5,0,0,2.7,8,-2,-0.9,-0.1
CC(=O)OC1CC(C)(C)N(OC(=O)c2ccc(N)cc2)C(C)(C)C1,-0.9,1.1,-0.7,-5,-1,1,2.0,-1,2,0.6,-0.1
Nc1ccc(C(=O)NN2C(=O)[C@H](Cl)C2c2ccc(Cl)cc2)cc1 (some centres undefined),0.0,-0.9,5.9*,-5,-7,-3,4.5,3,-16,0.3,-3.4
COc1ccccc1C1CCN(C(=O)c2cccs2)CC1,-0.5,3.7,-1.3,-4,1,-4,-1.8,15,-7,x,-0.4
COc1cccc(C(=O)Nc2nnc(S(=O)(=O)N3CCCCC3)s2)c1,-1.0,0.1,-0.8,-2,-5,-1,0.4,1,-9,-0.4,1.0
COc1cccc(N(CC(=O)NCCSc2ccccn2)S(C)(=O)=O)c1,-1.2,-1.0,0.1,-1,2,2,1.7,11,-10,-1.2,-0.3
COc1ccc(NC(=O)Cn2cnc3c(oc4nc5c(cc43)COC(C)(C)C5)c2=O)cc1,-1.2,0.2,0.0,-3,-1,-10,1.4,2,-5,-1.2,-0.4
Cc1ccccc1S(=O)(=O)NC(=O)C1(C)CCN1C(=O)C1(c2ccccc2)CC1 (centres undefined),-1.0,0.1,-1.2,-4,-4,2,-1.0,5,-11,x,0.8
C[N+](C)(C)CCCCCC(=O)/C=N/O,-0.1,1.7,0.6,-6,1,8,-0.1,22*,1,-0.1,-0.3
Cc1c(C(=O)O)sc(S(=O)(=O)N2CCN(C(=O)CCc3ccccc3)CC2)c1C(=O)O,-0.9,0.9,1.3,-2,3,1,0.8,10,-9,1.4,0.5
COC(=O)C1=C(O)/C(=C\c2ccc(OCC(=O)Nc3ccccc3)cc2)N=C1C,-0.3,-0.3,1.4,-5,-2,-6,0.7,0,1,0.3,2.0
CN(Cc1ccccc1)C(=O)c1ccccc1NC(=O)C1CC1,-1.8,0.9,-2.1,-2,1,0,-0.8,-3,12,-0.5,0.0
CC(=O)c1ccc(N2Cc3ccccc3/C2=N\C(=O)Nc2ccccc2)cc1,-1.3,5.1,3.1,-1,-5,-6,7.1,-7,5,0.3,1.1
CC(COc1ccc(C#N)c(F)c1)CN1CCC(C(O)(c2ccccc2)c2ccccc2)CC1 (centres undefined),-1.1,x,-2.6,2,2,1,4.0,-22,2,x,-1.2
O=C(CSc1nnc(-c2ccc(S(=O)(=O)N3CCCC3)cc2)n1CC1CCCO1)NC1CC1 (centres undefined),-1.0,0.3,-0.4,-8,2,2,0.3,3,-5,0.9,0.5
CC(=O)Oc1cccc(N2C(=O)c3ccc(C(=O)Nc4cccnc4)cc3C2=O)c1,-0.5,0.6,1.4,0,-1,1,1.4,-4,5,1.3,-0.3
CC(C)(C)OC(=O)C[C@@H]1C/C=C\C[C@@H](CC(=O)N(CCO)Cc2ccccc2)C(=O)N[C@H](Cc2ccccc2)COC1=O,-1.3,-1.1,-0.6,-3,0,1,-0.2,-7,-2,-1.9,-0.6
COc1ccc(C2CC(c3ccccc3)=NN2c2ccc(S(N)(=O)=O)cc2)cc1OC (centres undefined),-1.3,1.3,-0.9,i,i,i,0.9,-26,i,0.7,-0.7
O=C(c1ccc2ccccc2n1)N1CCN(S(=O)(=O)c2ccc(Cl)cc2)CC1,0.4,1.8,1.0,-2,0,-4,5.1,-10,-8,0.1,-0.2
C/C(Cc1ccccc1)=N\NC(=O)c1ccc(F)cc1,0.6,4.2,1.3,1,3,3,3.6,4,6,0.4,0.3
COc1ccc2nc(NC(=O)C(NS(=O)(=O)c3cccc4nsnc34)C(C)C)sc2c1 (centres undefined),-1.3,-0.9,-3.4,5,3,0,-2.1,3,-13,-0.1,0.6
CC1CCCC(C)N1C(=O)CSc1nc(N)cc(N)n1 (centres undefined),-1.0,0.8,5.1,-1,2,-6,1.7,-1,5,-0.3,0.6
Cc1cc(C)c(S(C)(=O)=O)c(Sc2ccc(Cl)cc2)n1,-1.4,2.5,-0.6,-3,1,-1,-1.5,-6,4,-1.0,0.0
COc1ccccc1S(=O)(=O)Cc1ccc(C(=O)N2CCN(c3ccccc3)CC2)o1,-1.6,-1.7,-0.7,1,4,0,-2.8,0,10,0.0,-0.2
COC(=O)Cc1c(C)c2c(O)cc(C)cc2oc1=O,-0.8,-0.2,-0.8,-59,-323,-362,2.2,5,-170,-0.2,-0.3
Cn1c(-c2ccc(Br)cc2)cnc1NCc1cccnc1,-0.5,0.1,-2.1,-4,-1,2,-1.3,2,3,-0.6,0.1
CS(=O)(=O)N(CC(=O)N1CCC(C(N)=O)CC1)c1cc(C(F)(F)F)ccc1Cl,-0.5,0.9,-0.8,3,6,3,-1.8,-2,0,0.8,0.0
Oc1ccc(/C=N/Nc2ncnc3nc[nH]c23)cc1,0.3,5.7,0.0,-2,-9,-17,6.6,0,-9,3.0,-0.3
COc1ccc(-c2csc(NC(=O)CSc3nc(C)nc4sc(C(=O)O)c(C)c34)n2)cc1,-0.3,0.1,0.1,1,4,-79,0.9,-9,5,0.3,0.3
CCn1cc(C(=O)N(C)CC(OC)OC)c(=O)c2cc(S(=O)(=O)N3CCOCC3)ccc21,-1.0,1.9,0.0,0,2,-2,1.3,1,-4,-0.1,0.4
CCOC(=O)c1cc(-c2ccncc2)nc2c1c(C)nn2C,-1.0,3.6,0.2,-69,-496,i,1.8,5,-215,3.3,0.4
O=C(COC(=O)c1ccccc1Br)NCc1ccccc1,-1.2,3.8,1.4,0,-4,-5,3.2,13,-1,-1.1,0.4
CCCc1c(-c2cccc(Br)c2)ncn1Cc1ccccc1OC,-1.7,x,-2.5,0,-1,0,-3.4,0,-2,x,-0.7
O=C(O)c1ccccc1CSc1nc2ccccc2o1,0.5,0.9,3.3,0,2,1,8.9,-3,2,2.0,1.7
CCCCc1ccc(S(=O)(=O)NC(=O)C2(C)CCN2C(=O)c2cccc(F)c2)cc1 (centres undefined),-1.2,1.4,-1.4,0,-1,-2,-2.8,-14,-2,x,0.2
CSc1ccc(CN2CCN(Cc3ccccc3)C(CCO)C2)cc1 (centres undefined),-1.2,1.9,-0.5,-4,-1,-1,0.3,-4,-10,2.2,0.1
CCC1SC2=NC(C)=C(C(=O)OC)C(c3cccs3)N2C1=O (centres undefined),-1.1,0.8,-1.1,0,3,1,0.1,-24,0,0.5,-0.3
Cc1c(/C=C/C(=O)c2ccc(O)cc2)cnn1C,0.5,5.2,3.8,-12,-7,-10,17*,-11,-34,4.2,1.7
CCOc1ccc(CC(=O)NNC(=S)NCCc2ccccc2)cc1,-1.2,-1.6,-1.8,3,1,-1,-1.2,6,6,1.7,-0.4
CC(C)Cn1c(N)c(C(=O)COC(=O)C2CC(=O)N(c3ccc4c(c3)OCCO4)C2)c(=O)n(C)c1=O (centres undefined),-1.2,-0.1,-1.9,-2,1,2,-0.5,2,3,-0.7,-1.1
COC(=O)CSc1nn(-c2ccc(F)cc2)c(=S)s1,-1.8,2.0,2.4,0,0,-6,-0.2,-15,0,-1.0,-0.1
COc1ccc(CNC(=S)NC2CCCC2)cc1,-0.8,-0.8,-3.4,-2,0,-4,0.1,13,-6,1.4,0.2
Cc1nn(Cc2ccc(Cl)cc2Cl)c(C)c1NC(=O)c1ccc(COc2cc(Cl)ccc2Cl)o1,-1.2,-1.7,-1.4,-2,-29,-2,-2.7,0,-3,-2.3,-0.7
CCCn1c(SCC(=O)c2c(C)[nH]c(C)c2C(=O)OCC)nc2ccccc21,-1.1,-1.0,-3.0,2,2,2,-1.2,-10,11,0.1,-0.7
CCN1CC(O)=C(c2nc3ccccc3s2)C1=N,-1.1,0.7,1.9,-7,-9,-5,1.6,5,-15,1.9,0.3
CC1=C(C(=O)Nc2cccnc2)C(c2ccncc2)n2nnnc2N1 (centres undefined),-0.8,0.0,0.1,0,1,5,0.6,1,4,0.5,0.0
CN1c2ccsc2C(O)=C(C(=O)Nc2ccccc2)S1(=O)=O,-1.0,0.8,0.8,-5,-2,-4,-1.3,-5,-3,-0.7,-0.2

# Structures above with fluorine:
SMILES,ssDAF12 agonist,GAA850 FXN act,hcDAF12 agonist,ADAM17 inh,PLC-gamma1 inh,PLC-beta3 inh,hgDAF12 agonist,sPLA2-III inh,ADAM10 inh,DAX1 inh-1,DAX1 inh-2
O=C(CN(c1cccc(C(F)(F)F)c1)S(=O)(=O)c1ccc(Cl)c([N+](=O)[O-])c1)NCc1ccccc1,-0.8,-1.5,-0.6,-5,0,0,2.7,8,-2,-0.9,-0.1
CC(COc1ccc(C#N)c(F)c1)CN1CCC(C(O)(c2ccccc2)c2ccccc2)CC1 (centres undefined),-1.1,x,-2.6,2,2,1,4.0,-22,2,x,-1.2
C/C(Cc1ccccc1)=N\NC(=O)c1ccc(F)cc1,0.6,4.2,1.3,1,3,3,3.6,4,6,0.4,0.3
CS(=O)(=O)N(CC(=O)N1CCC(C(N)=O)CC1)c1cc(C(F)(F)F)ccc1Cl,-0.5,0.9,-0.8,3,6,3,-1.8,-2,0,0.8,0.0
CCCCc1ccc(S(=O)(=O)NC(=O)C2(C)CCN2C(=O)c2cccc(F)c2)cc1 (centres undefined),-1.2,1.4,-1.4,0,-1,-2,-2.8,-14,-2,x,0.2
COC(=O)CSc1nn(-c2ccc(F)cc2)c(=S)s1,-1.8,2.0,2.4,0,0,-6,-0.2,-15,0,-1.0,-0.1
